TNFa cytotox = cytotoxicity in TNFa-stimulated HUVEC, primary screen, cytotoxicity control for VCAM1 expression modulator project, imaging, Hoechst nuclei count. HUVEC TNFalpha-stimulated, Hoechst cell count. cell count reduction, % at 2 µM. 93,000 tested, 0.17% active. AID 848, 2007;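 active means cell count reduction exceeding the screen mean by over 5 SD, scaled to untreated wells per plate, cut at about 78% in these data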;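 further: cells counted after 24 h of TNF alpha exposure following the 1 h pretreatment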
hDAT+cocaine = changed hDAT dopamine uptake under cocaine IC80, either direction, primary screen, cocaine antagonist project, cell-based, LLC-PK1 hDAT, [14C]-dopamine uptake, MLSMR | 110,000 tested, 1.3% active | LLC-PK1 hDAT cells, [14C]-dopamine uptake with cocaine IC80; actives deviate in either direction | AID 449768, 2010 | B-score at 10 µM;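 active means Z score or B-score, a plate-position-corrected score, falls beyond the plate's 99.7% confidence bounds, in either direction; inactive means both scores lie inside the 99.7% bounds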;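 further: scored against the spread of the other compound wells on the same plate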
PLK1 inh = human PLK1 kinase inhibitors, primary screen, biochemical, TR-FRET; AID 619, 2007; 97,000 tested, 0.53% active; inhibition, % at 10 µM; Serine/threonine-protein kinase PLK1 (Homo sapiens), P53350; recombinant PLK1 kinase, TR-FRET peptide phosphorylation;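 active means inhibition of 50% or more in the single-concentration screen; inactive means inhibition below 50%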;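 further: 0% = DMSO max control and 100% = H-89 dihydrochloride min control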
Target sequence (P53350 whole entry, looked up): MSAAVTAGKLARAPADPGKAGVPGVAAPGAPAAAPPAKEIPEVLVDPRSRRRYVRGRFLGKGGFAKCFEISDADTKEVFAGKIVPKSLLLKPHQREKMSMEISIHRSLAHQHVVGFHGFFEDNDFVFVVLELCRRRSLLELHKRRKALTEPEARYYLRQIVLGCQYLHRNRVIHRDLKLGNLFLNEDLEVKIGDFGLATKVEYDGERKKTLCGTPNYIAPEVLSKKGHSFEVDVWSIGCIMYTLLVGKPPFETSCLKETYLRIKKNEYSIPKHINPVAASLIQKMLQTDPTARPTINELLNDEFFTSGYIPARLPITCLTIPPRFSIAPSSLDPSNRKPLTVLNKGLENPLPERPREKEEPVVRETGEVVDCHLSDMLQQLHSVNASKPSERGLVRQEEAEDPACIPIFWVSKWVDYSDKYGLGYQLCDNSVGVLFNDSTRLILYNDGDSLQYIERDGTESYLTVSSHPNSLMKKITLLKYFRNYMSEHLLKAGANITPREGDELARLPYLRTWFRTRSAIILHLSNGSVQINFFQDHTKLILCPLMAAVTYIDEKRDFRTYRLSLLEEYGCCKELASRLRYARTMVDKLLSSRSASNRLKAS
cytoskel mod = modifiers of F-actin cytoskeleton organization, primary screen, imaging, HUVEC, phalloidin staining, high-content imaging; HUVEC TNFa F-actin phalloidin imaging; 91,000 tested, 0.18% active; inhibition, % at 2 µM;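 active means inhibition above the batch mean plus 3 SD and confirmed as a hit by visual image inspection, cut at about 30% in these data, passing the limit was not always enough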; further: strong numbers were not always called active
Plk1 PBD FP = Plk1 polo box domain binding inhibitors, primary screen, biochemical, fluorescence polarization | Serine/threonine-protein kinase PLK1 (Homo sapiens), P53350 | Plk1 PBD phosphopeptide binding | inhibition, %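 (tested at about 20 µM)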 | 97,000 tested, 0.13% active; in the data active means inhibition above about 34%, passing the limit was not always enough
HUVEC tox IL1B = cytotoxicity in IL-1B stimulated HUVEC, primary screen, cytotoxicity control for IL-1B NFkB translocation project, imaging, Hoechst nuclear count, IL-1B stimulus; AID 845, 2007; cell count reduction, % at 2 µM; 94,000 tested, 0.41% active; HUVEC cell count loss;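 active means cell count reduction more than 3 SD above the screen-wide mean, cut at about 70% in these data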;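 further: normalized per plate to untreated control cells as the no-loss baseline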
sEH inh = soluble epoxide hydrolase inhibitors, primary screen, biochemical, human sEH; recombinant human sEH enzymatic activity assay; inhibition, % at 2 µM; 91,000 tested, 0.34% active; AID 707, 2007; in the data active means inhibition above about 80%; further: values of inactives mirror those of a sister screen read the other way; many of its hits are not listed in these tables
VCAM1 TNFa inh = inhibitors of TNFa-induced VCAM1 expression, primary screen, imaging, HUVEC, TNFa stimulus, immunofluorescence; HUVEC TNFa-induced VCAM-1 immunofluorescence, high-content imaging; inhibition, % at 2 µM; 95,000 tested, 0.48% active; AID 802, 2007;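 active means inhibition above the batch mean plus 3 SD, with images confirmed as a hit by eye, cut at about 37% in these data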;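 further: 0% = TNF-stimulated DMSO wells and 100% = unstimulated control wells; not every result past the cut was called active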
E coli WT exp = growth inhibitors of wild-type E. coli, primary screen, strain BW25113, expanded library, OD600; OD600 absorbance; growth inhibition, % at 100 µM; 98,000 tested, 0.15% active; AID 710, 2007;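 active means growth inhibition above about 50% at one test dose, limit read from the data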;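 further: growth measured after 20 h incubation at 37 °C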
* = called active by the depositor; nt = no result given.

SMILES	TNFa cytotox	hDAT+cocaine	PLK1 inh	cytoskel mod	Plk1 PBD FP	HUVEC tox IL1B	sEH inh	VCAM1 TNFa inh	E coli WT exp
CN(Cc1ccccc1)c1ncnc2c1cnn2-c1ccccc1	-17	0.15	-6	-3	27	-89	-2	-20	-15
C=CCc1cc(/C=N/n2cnnc2)cc(OCC)c1O	3	0.64	-2	6	5	-28	2	1	-2
CCCCc1ccc(-c2ccc(C)cc2O)nc1	-30	0.01	-44	-1	12	17	11	-7	3
CCCn1c(SCc2nc(-c3cccs3)no2)nnc1-c1ccncc1	nt	0.86	-3	nt	17	22	2	nt	9
Cn1c(=O)c2cn3ncccc3c2n(C)c1=O	-19	-0.45	-4	30	-1	-28	-8	-7	13
O=C1SCCc2c1n(Cc1ccccc1)c1ccccc21	-21	-0.73	-3	-3	-14	-1	9	-19	nt
N#CC1=C(N)N=C(SCc2ccccc2)C(C(N)=O)C12CCCCC2 (stereo unspecified)	15	-0.65	-7	-15	10	2	-9	9	0
CCOC(=O)Cn1c(=S)[nH]c2c(oc3ccc(Cl)cc32)c1=O	-5	0.099	7	nt	-5	-2	12	-2	-6
CCn1c(SCC(=O)Nc2ccc3c(c2)OCCO3)nnc1-c1ccco1	-21	-0.046	-11	2	2	6	0	11	5
COC(=O)[C@H](C)NC(=O)NCc1ccco1	6	-0.049	3	-18	8	39	0	6	3
COc1nc(-c2ccccc2)ccc1-c1noc(-c2cccs2)n1	9	0.83	-18	-28	0	1	1	-2	nt
Cc1ccc(NC(=O)NC(=O)CN2C(=O)NC3(CCc4ccccc43)C2=O)c(C)c1 (stereo unspecified)	-12	2.5*	-1	11	6	13	0	9	-1
O=C(Oc1ccc2c3c(c(=O)oc2c1)CCC3)c1ccco1	-18	-0.42	-16	-10	-6	0	-6	-7	7
COc1cccc(-c2nnc(SCc3nc4ccccc4s3)n2C)c1	-25	0.43	-8	-3	-19	12	12	-1	3
COc1cc(C(=O)NCCOc2cccc(C)c2)c(Br)c(OC)c1OC	-41	2.1	2	9	24	-11	9	5	-3

By substructure, those above containing an aryl thioether with sulfur outside any ring (three)
SMILES	TNFa cytotox	hDAT+cocaine	PLK1 inh	cytoskel mod	Plk1 PBD FP	HUVEC tox IL1B	sEH inh	VCAM1 TNFa inh	E coli WT exp
CCCn1c(SCc2nc(-c3cccs3)no2)nnc1-c1ccncc1	nt	0.86	-3	nt	17	22	2	nt	9
CCn1c(SCC(=O)Nc2ccc3c(c2)OCCO3)nnc1-c1ccco1	-21	-0.046	-11	2	2	6	0	11	5
COc1cccc(-c2nnc(SCc3nc4ccccc4s3)n2C)c1	-25	0.43	-8	-3	-19	12	12	-1	3

Next results.
SMILES	TNFa cytotox	hDAT+cocaine	PLK1 inh	cytoskel mod	Plk1 PBD FP	HUVEC tox IL1B	sEH inh	VCAM1 TNFa inh	E coli WT exp
O=C1OC(Oc2ccccc2)(c2ccccc2)c2ccccc21 (stereo unspecified)	21	-1.3	-13	10	-14	-17	4	11	-2
COc1cccc(C2CC(c3ccc(F)cc3)Nc3nc(N)nn32)c1 (stereo unspecified)	35	0.34	8	-7	-13	11	-16	-5	2
COC(=O)CSc1nnc(-c2ccncc2)n1N	-5	-0.81	-1	-15	-11	-14	-2	3	3
COc1cc(S(=O)(=O)Nc2ccccc2)ccc1NC=O	-18	-1.1	-4	4	-10	3	7	-5	-1
CCCCCCCc1nc2c(=O)n(C)c3ccccc3c2o1	-14	0.31	-2	5	-11	-27	2	-2	-14
Cc1c(N2C(=O)/C(=C/c3ccccc3)SC2=S)c(=O)n(-c2ccccc2)n1C	3	2.6*	-5	-25	-26	24	2	-3	6
COc1ccc2c(C)c(C(=O)NCC(C)O)oc2c1OC (stereo unspecified)	-31	-1.2	-4	4	1	-6	-8	6	-6
Cc1nc(SCC(=O)N2CCOCC2)c2ccsc2n1	-14	0.23	-3	-10	-6	-23	0	0	-6
O=C(Nc1ccc(O)c(-c2nc3ccccc3o2)c1)C1(c2ccccc2)CCCC1	-1	0.2	-3	2	-39	4	-2	12	-15
O=C1c2cccc3c(O)ccc(c23)C(=O)N1Cc1ccccc1	-33	-0.19	-14	16	-167	-9	-7	-10	-2
CCN1CCN(c2nc(-c3ccncc3)nc3ccccc23)CC1	0	nt	12	0	-13	-5	10	8	1
CCOC(=O)c1c(NC(=O)CSc2n[nH]c(-c3ccco3)n2)sc(C)c1C	-23	-1.6	-8	8	-16	-9	0	3	-10
Cc1ccc(CNC(=O)C2CCN(S(=O)(=O)c3cnc[nH]3)CC2)cc1	-1	-0.52	-1	nt	-15	-1	-10	11	-1
c1ccc2[nH]c(CSc3ncnc4c3oc3ccccc34)nc2c1	21	0.95	-21	-9	-9	12	12	20	-7
CCOc1ccc(CC(=O)Nc2sc(Cc3ccccc3)c(C)c2C(N)=O)cc1OCC	-16	-0.11	-4	4	6	-22	0	-16	-11
CCC(C)[C@H](NC(=O)NCc1cccc(OC)c1)C(=O)O (stereo partly specified)	-9	1.8	-5	-3	-7	-6	-7	6	-6
CC(C)c1nc2ccc(NC(=O)C34CC5CC(CC(C5)C3)C4)cc2[nH]1	-21	-0.025	0	-19	-14	-115	5	-6	-4
Cc1cc(C)n(-c2ccc(Cl)c(C(=O)O)n2)n1	-18	-1.4	0	-6	3	6	4	5	-5
COc1ccc(S(=O)(=O)N2CCCC(C(=O)Nc3ccc4c(c3)OCCO4)C2)cc1 (stereo unspecified)	nt	0.0059	-12	nt	23	4	54	nt	nt
CCOc1nc(Nc2ccc(F)cc2)nc(N2CCN(c3ccc(OC)cc3)CC2)n1	-2	-0.46	-15	3	11	-8	-16	-7	-13
O=c1c2ccccc2c(-c2ccccc2)nn1-c1ccc(Cl)c(Cl)c1	2	-0.68	-23	10	-26	0	-2	6	-9
Cc1cc(C(=O)CNCc2ccco2)c(C)n1-c1ccc(F)cc1	-26	0.67	-13	-2	-12	26	6	7	1
CCOC(=O)N1CCN(C(=O)c2ccc3c(=O)n(Cc4ccc(Cl)cc4)c(=S)[nH]c3c2)CC1	-2	nt	-6	2	-27	-13	34	-5	-17
COC(=O)CNC(=O)C(Cc1c[nH]c2ccccc12)NC(=O)OC(C)(C)C (stereo unspecified)	2	-0.052	-12	-3	11	-8	nt	8	-2
Cc1ccc(C(=O)Nc2ccc3c(c2)ncn3C)cc1	-8	0.2	-6	5	6	-11	10	1	3
CCCS(=O)(=O)n1nc(-c2ccc(C)cc2)cc1N	-15	1.3	-15	-1	-32	7	0	14	1
CCOc1ccccc1OCCCCCc1c(C)n[nH]c1C	-24	0.61	13	-1	-8	-43	nt	9	7
O=S(=O)(c1cccs1)N1CN(Cc2ccc(F)cc2)c2nc3ccccc3nc21	-8	0.82	-3	-18	-21	-2	-6	5	-10
O=C(c1ccc(C(=O)N2CCCCCC2)cc1)N1CCCCCC1	-7	1.1	-13	-10	-3	8	-8	-7	nt
CC1(C)C2CCC1(CS(=O)(=O)N1CCCc3ccccc31)C(=O)C2 (stereo unspecified)	-32	-0.13	-14	29	-12	8	6	12	2
Cc1cccc(-c2n[nH]c([N+](=O)[O-])n2)c1	-2	nt	-8	12	-19	-4	-7	15	-20
CC1CC(C)CN(S(=O)(=O)c2ccc(C(=O)Nc3sccc3C(N)=O)cc2)C1 (stereo unspecified)	-37	0.26	-11	10	19	1	-20	6	-11
O=C(COc1ccccc1)NC1CCN(Cc2ccccc2)CC1	-48	-0.17	-13	26	-6	-34	-5	3	8
CNc1ncc(C(=O)c2ccccc2)s1	-16	0.43	12	11	-15	-5	10	-6	11
Cc1ccc(NC(=O)CC2C(=O)NC3CCCCC3N2C(=O)c2ccc(F)cc2)cc1C (stereo unspecified)	-18	0.068	-13	12	4	0	14	10	-8
COc1nccnc1NS(=O)(=O)c1ccc(N=Cc2c(C)[nH]n(-c3ccc(C)c(C)c3)c2=O)cc1	-22	nt	-8	-4	18	-16	-7	15	17
CCn1c(=O)c(C(C)=O)nc2ccccc21	10	-0.2	-11	-5	9	-26	3	-10	3
Cc1sc2ncnc(NCCCO)c2c1C	15	-0.016	-12	-12	-2	-10	nt	11	6
COc1ccc(-n2c(C)nc3cc(C(=O)NCCN4CCOCC4)ccc32)cc1	-1	-0.098	-1	7	8	-8	-7	2	-6
Cn1c(CNC(=O)c2ccco2)nnc1SCC(=O)Nc1cccc(Br)c1	1	0.85	-10	8	8	9	7	7	7
CCN1CCN(C(=O)Nc2cccc3ccccc23)CC1	-17	-0.73	-2	0	-11	-8	0	16	1
CS(=O)(=O)N(Cc1ccco1)Cc1ccccc1Cl	-9	-0.7	-2	5	-7	-6	-3	-2	4
COc1cc(C)c2occ(/C(C)=N\O)c2c1	-11	0.12	9	45	13	-18	11	0	3
O=C(CN1CCCC1)NC1C2CC3CC(C2)CC1C3 (stereo unspecified)	3	-0.52	-13	8	-9	-5	-4	7	4
O=C(Nc1ccc2c(c1)OCO2)Oc1ccccc1	-23	-0.93	0	-5	-25	-19	26	13	3
COc1cc(C(=O)O/N=C2\CCCc3c2ccc(OC)c3[N+](=O)[O-])cc(OC)c1OC	-24	nt	-4	3	-9	-14	0	2	-6
O=C(NNC(=O)c1cc(-c2ccccc2)nc2ccccc12)Nc1cccc(Cl)c1	-17	-1.6	-4	-4	31	-7	15	-18	-14
O=C(NCCN1CCOCC1)N1CCOCC1	-19	-0.96	0	10	-20	-7	-3	8	1
COc1ccc(OC)c(CN2CCN(C(=O)c3cccc4ccccc34)CC2)c1	-5	0.4	-13	-21	-4	21	-17	15	11
CC1C(C#N)=C(N)OC2=C1C(=O)CC(C)(C)C2 (stereo unspecified)	-4	1.5	-2	-10	2	1	2	-6	1
COc1cccc(OCCn2cc(C(=O)c3ccco3)c3ccccc32)c1	9	-0.032	-19	-13	7	2	-7	22	-12
COc1cc(CSc2ncn[nH]2)c(OC)cc1CSc1ncn[nH]1	-15	-0.57	3	18	-1	-7	-18	3	9
COc1ccc2cc(CN(CCO)C(=O)c3ccccc3F)c(=O)[nH]c2c1	1	nt	-18	-3	6	-36	-3	-1	-1
Cc1ccccc1-c1nc2sc3c(c2c(=O)o1)CCC3	-16	-0.44	-8	-17	-21	28	-3	-9	nt
O=C(CN1CCN(Cc2cccc(Cl)c2)C1=O)NCC1CCCO1 (stereo unspecified)	-33	0.055	-4	12	18	3	0	17	-6
COc1ccc2[nH]c3c(NCCN(C(C)C)C(C)C)ncnc3c2c1	-24	1.7	-7	33	26	-56	-3	3	12
Cc1nn(-c2ccc(Cl)c(Cl)c2)c(=O)c2ccccc12	-17	-0.17	0	-7	2	11	-1	6	2
CCn1c(SCC(=O)Nc2nc(C)cs2)nnc1C(NC(=O)c1ccccc1Cl)C(C)C (stereo unspecified)	-16	0.47	-6	-4	-7	-27	6	43	6
Cn1cccc1C(=O)NC(=O)COC(=O)c1ccccc1Sc1ccccc1C#N	-29	0.0039	-7	20	-9	-29	39	-2	-11
CCCCN(CCCC)CCNC(=O)Cc1nc2c(c(=O)[nH]c(=O)n2C)n1C	-21	-0.31	-3	0	4	-14	12	3	6
C/C(N)=C(/C#N)C(=O)CSc1nnc(SCc2ccc(Cl)cc2)s1	-3	-0.06	4	12	-23	-37	-3	2	30
O=C(Nc1nc2ccccc2[nH]1)c1ccccc1F	-21	0.94	-12	-23	-18	18	1	-3	-2
